HTT aggregate – qHTS Multiplex Assay to Identify Dual Action Probes in a Cell Model of Huntington: Aggregate Formation (GFP); PC12 HttQ103-GFP aggregates, Acumen cytometry, 40 h; Potency, µM (highest dose often 46.1 µM), without a hit: at the highest dose activity change, negative = inhibition, usual class: inhibitors; actives 1.1% (n = 220,000); AID 1688, 2009; also: potency is read from the fitted curve at half-maximal effect; % is scaled to controls: 0 for no effect and ±100 for the full control effect; nearly all actives have a fitted effect of over 60% in size
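Read-out: GFP aggregate count by laser scanning cytometer (488 nm excitation, 500-530 nm emission, 1–25 µm objects >6 SD above background). Cells: PC12, inducible HTTex1-Q103-GFP, 100 nM tebufenozide; compounds titrated.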
Lamin A splicing – qHTS Assay for Modulators of Lamin A Splicing; HeLa LMNA splicing GFP/RFP minigene ratio, 48 h; Potency, µM (highest dose often 46.1 µM), for inactives: at the top dose ratio change, negative = inhibition, most hits filed as inhibitors; actives 0.01% (n = 200,000); AID 1487, 2009; active = well fitted inhibition curve with a large enough effect in the signal ratio, with a control signal flat, not every such curve was filed as active; inconclusive = small, poorly fitted or top-dose-only effect, or effect the other way, or a change in a side signal; the % refers to the signal ratio; also: potency is read from the fitted curve at half-maximal effect; % is scaled to controls: 0 for no effect and ±100 for the full control effect
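S3 HeLa stable clones carrying a lamin A-EGFP splicing minigene plus DsRed2 were seeded at 600 cells/well in Opti-MEM with 2% FBS, pin-dosed and incubated 48 h at 37°C. Acumen cytometry (488 nm) gave the GFP/RFP total-intensity ratio.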
IMPase Li inh – qHTS Assay for Identifying the Cell-Membrane Permeable IMPase Inhibitors: Potentiation with Lithium | CHO-M1 cells, IP1 TR-FRET (IP-One), carbachol + lithium | Potency, µM (top dose mostly 59.4 µM), for inactives: at the top dose activity, negative = IMPase inhibition, usual class: inhibitors | actives 0.35% (n = 210,000) | AID 1457, 2008;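 also: IP1 builds up when IMPase is blocked and the TR-FRET signal falls; potency is read from the fitted curve at half-maximal effect; plate controls were basal vehicle for no effect and high inhibitor control for full effect; nearly all actives have a fitted effect of over 50% in size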
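Steps: plate 2000 CHO-M1 cells per well and culture 16–30 h; add compound and lithium; incubate 30 min, 37C; add d2-IP1 tracer and Eu cryptate anti-IP1 antibody in lysis buffer; read after 10 min at room temperature.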
CBFb-RUNX1 inh – qHTS Assay for Compounds Blocking the Interaction Between CBF-beta and RUNX1 for the Treatment of Acute Myeloid Leukemia. AlphaScreen CBFb-His/RUNX1-biotin binding, biochemical. 230,000 tested, under 10 active. Potency, µM (series often up to 59.8 µM), for inactives: top-dose activity, negative = inhibition, hits mostly inhibitors; also: % of control where 0% means no effect
Target sequence (Q01196 whole entry, looked up): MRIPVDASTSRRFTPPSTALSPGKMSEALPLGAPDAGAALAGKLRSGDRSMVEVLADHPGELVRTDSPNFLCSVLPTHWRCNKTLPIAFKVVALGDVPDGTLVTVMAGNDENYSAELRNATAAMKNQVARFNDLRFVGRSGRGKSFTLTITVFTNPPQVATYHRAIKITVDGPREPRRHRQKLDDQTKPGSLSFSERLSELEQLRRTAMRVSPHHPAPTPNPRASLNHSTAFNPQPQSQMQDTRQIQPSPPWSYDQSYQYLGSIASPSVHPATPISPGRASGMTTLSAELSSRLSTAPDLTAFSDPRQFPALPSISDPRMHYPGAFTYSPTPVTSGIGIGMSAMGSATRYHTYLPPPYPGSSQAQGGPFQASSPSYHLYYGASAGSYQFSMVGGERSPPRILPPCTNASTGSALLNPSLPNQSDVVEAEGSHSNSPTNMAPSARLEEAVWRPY
Target sequence (Q13951 whole entry, looked up): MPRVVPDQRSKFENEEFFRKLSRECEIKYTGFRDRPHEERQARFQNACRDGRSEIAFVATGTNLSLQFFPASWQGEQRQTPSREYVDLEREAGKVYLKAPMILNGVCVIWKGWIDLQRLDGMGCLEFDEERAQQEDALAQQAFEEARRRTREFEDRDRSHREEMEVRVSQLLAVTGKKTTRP
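AlphaScreen proximity signal reports loss of binding between His-tagged CBF-beta and biotin-labelled RUNX1, each at 30 nM. Proteins are pre-associated for 20 minutes, compounds added for 15 minutes, then beads for 90 minutes, all at ambient temperature.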
Luc counter – Counterscreen for Luciferase (Kinase-Glo TM) Inhibition; Kinase-Glo luciferase, ATP luminescence, 8 min; Potency, µM (series often up to 38.3 µM), for inactives: at the highest dose activity change, negative = inhibition, actives largely listed as inhibitors; actives 0.28% (n = 200,000); AID 1379, 2008; also: potency is read from the fitted curve at half-maximal effect; % is scaled to controls: 0 for no effect and ±100 for the full control effect; nearly all actives have a fitted effect of over 60% in size
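Luminescence was the read-out, taken after 8-minute incubation at ambient temperature. Luciferase turned over luciferin with 10 uM ATP in imidazole pH 7.2 buffer containing KCl, MgCl2, Tween 20 and BSA.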
Epigenetic reg – Quantitative High-Throughput Screen for Regulators of Epigenetic Control | murine LDR cells, GFP reporter derepression, 30 h | actives 0.2% (n = 280,000) | Potency, µM (highest dose often 53.9 µM), for the others: top-dose GFP activation, usual class: activators; also: potency is read from the fitted curve at half-maximal effect; % of control where 0% means no effect; nearly all actives have a fitted effect of over 60% in size
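Derepression of a silenced CMV-GFP reporter in murine LDR cells is scored by enumerating GFP-positive cells with a laser-scanning microplate cytometer after 30 hours of treatment at 37 C.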
NPSR antagonist – qHTS Assay for Antagonists of the Neuropeptide S Receptor: cAMP Signal Transduction | Q6W5P4 | CHO-NPSR cells, cAMP TR-FRET, antagonist mode | Potency, µM (series often up to 38.3 µM), for the others: at the top dose activity change, negative = inhibition, usual class: inhibitors | actives 1% (n = 220,000); also: potency is read from the fitted curve at half-maximal effect; % is scaled to controls: 0 for no effect and ±100 for the full control effect; nearly all actives have a fitted effect of over 50% in size; many of its hits are not listed in these tables
Target sequence (Q6W5P4 whole entry, looked up): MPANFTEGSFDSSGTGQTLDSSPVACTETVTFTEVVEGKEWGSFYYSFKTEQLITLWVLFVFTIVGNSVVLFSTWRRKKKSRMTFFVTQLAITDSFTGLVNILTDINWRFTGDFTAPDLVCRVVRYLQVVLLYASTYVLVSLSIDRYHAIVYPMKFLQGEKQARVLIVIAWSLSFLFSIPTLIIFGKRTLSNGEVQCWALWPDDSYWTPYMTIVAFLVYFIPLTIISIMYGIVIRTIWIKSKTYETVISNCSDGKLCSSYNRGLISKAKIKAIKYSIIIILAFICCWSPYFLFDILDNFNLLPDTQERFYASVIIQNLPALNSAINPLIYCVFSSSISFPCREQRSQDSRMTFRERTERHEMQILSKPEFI
* hit, by the source's call; ? = inconclusive; · = not tested or not shown; & = joins results of further samples; [ ] = another dose, or the depositor's remark. Unless noted, calls follow the shape of the dose curve; as a rule, active = well fitted curve in the direction sought with a large enough effect; inconclusive = small, poorly fitted or top-dose-only effect, or another doubt; inactive = no such curve, though single readings can be large; an effect the other way counts as inactive or inconclusive.

Compound,HTT aggregate,NPSR antagonist,IMPase Li inh,Lamin A splicing,Epigenetic reg,CBFb-RUNX1 inh,Luc counter
COc1ccc(CCNc2c([N+](=O)[O-])c(=O)oc3ccccc23)cc1OC,0%,-11%[46.1 µM],-3%[38.3 µM],10%,-1.9%,0%,-1%
COc1ccc(NC(=O)CN(C)S(=O)(=O)c2cccc3nsnc23)cc1,-8%,4%,3%,·,-0.2%&-2.3%,1%,·
COc1ccc(S(=O)(=O)NCC2CCCN(Cc3ccc(C)o3)C2)cc1 (configuration not stated),4%[9.22 µM],-11%,1%,·,-4.7%,5%,-1%
O=C(CCSc1nnc2ccccn12)Nc1ccc2c(c1)OCO2,-6%,14%,3%,26%[46 µM],0.0%,1%,-4%
Cc1nc2c(O)cccc2c(=O)[nH]1,·,·,16%,·,-1.6%,4%[21.7 µM],-2%
O=C(O)c1cccc(NC(=O)c2cccc(S(=O)(=O)N3CCCCC3)c2)c1,14%,-7%[46.1 µM],12%[38.3 µM],-3%,0.0%,3%,-6%
O=C(NC1CCCCC1)C1CCN(S(=O)(=O)c2cccs2)CC1,8%,4%[46.1 µM],10%[38.3 µM],0%,-1.0%,2%,-2%
COc1ccccc1-c1nccc(NCc2cnc(C)cn2)n1,·,·,-5%,9%,-1.0%,·,0%
CCn1c(=O)c2c(nc(SCc3ccccn3)n2C)n(C)c1=O,10%,-11%[46.1 µM],6%[38.3 µM],-2%,-0.9%,2%,2%
COc1ccccc1NC(=O)Nc1ccccc1Br,6%,18%,·,·,-10%,11%,·

Single records, as listed above. Order of values: HTT aggregate | NPSR antagonist | IMPase Li inh | Lamin A splicing | Epigenetic reg | CBFb-RUNX1 inh | Luc counter
Profile of COc1ccc(CCNc2c([N+](=O)[O-])c(=O)oc3ccccc23)cc1OC = 0% | -11%[46.1 µM] | -3%[38.3 µM] | 10% | -1.9% | 0% | -1%
Profile of O=C(NC1CCCCC1)C1CCN(S(=O)(=O)c2cccs2)CC1 = 8% | 4%[46.1 µM] | 10%[38.3 µM] | 0% | -1.0% | 2% | -2%

Remaining list, next part.
Compound,HTT aggregate,NPSR antagonist,IMPase Li inh,Lamin A splicing,Epigenetic reg,CBFb-RUNX1 inh,Luc counter
COc1ccccc1C(=O)NCCc1nc2ccccc2n1C,11%,-17%[46.1 µM],12%[38.3 µM],18%,0.0%,2%,1%
CCC1Oc2ccccc2N(CC(=O)Nc2ccc(OC)cc2OC)C1=O (configuration not stated),-10%,-10%[46.1 µM],30%[38.3 µM],-7%,0.0%,4%,1%
COc1ccc(C(=O)N/N=C/c2ccc(OC)c(OS(=O)(=O)c3ccccc3)c2)cc1,-6%,-8%,5%,?,-1.2%,0%,-1%
NCCC[C@@H](CC(=O)N[C@@H]1CCNC[C@H]1C(=O)N[C@H](CC(=O)N[C@@H](CCC(=O)O)CC(=O)O)Cc1ccccc1)NC(=O)C[C@H](Cc1c[nH]c2ccccc12)NC(=O)[C@@H]1CCCC[C@H]1N,·,·,-4%,·,0.0%,-1%,0%
O=C(OCC(=O)c1ccccc1Br)c1ccccn1,-3%,-9%[46.1 µM],14%[38.3 µM],3%,0.9%,-9%,-2%
C=CCOC(=O)COc1ccc2c(C)c(C)c(=O)oc2c1,-9%,-15%[46.1 µM],-5%[38.3 µM],-1%,0.0%,4%,0%
O=C(O)CCC(=O)Nc1ccccc1C(=O)NC1CCCCC1,-12%,5%[46.1 µM],21%[38.3 µM],0%,0.0%,1%,4%
CCOC(=O)C1=C(C)NC(=S)N(C(C)=O)C1c1ccc(Cl)cc1 (configuration not stated),-27%,?,0%,?,-2.0%,-2%,4%
CCCCC(CC)C(=O)Nc1ccc(Cl)cn1 (configuration not stated),-5%,-27%[46.1 µM],38%[activator][38.3 µM],9%,-1.1%,7%,5%
Cc1nc2nc(SCC(=O)NCCN3CCOCC3)nn2c(C)c1Cc1ccccc1,5%[9.22 µM],-3%[46.1 µM],0%[38.3 µM],4%,-1.5%,2%,4%

The results go on:
Compound,HTT aggregate,NPSR antagonist,IMPase Li inh,Lamin A splicing,Epigenetic reg,CBFb-RUNX1 inh,Luc counter
CC1=NN(c2cccc(Cl)c2)C(=O)C12CC(C)=C(C)CS2 (configuration not stated),-2%[9.22 µM],?,0%[38.3 µM],?,-7.5%,5%,7%
O=C(Nc1ccccc1Cl)c1cc[n+](Cc2ccc([N+](=O)[O-])cc2)cc1,-2%[9.22 µM],5%,11%,?,-2.0%,3%,-1%
N#CCC(=O)NCCCOC(=O)Nc1ccc(Cl)c(Cl)c1,?,21%[46.1 µM],-12%[38.3 µM],?,-0.2%,4%,-8%
O=C(COc1ccc(Cl)cc1Cl)Nc1cccnc1,-14%,-3%,0%,12%[46 µM],0.0%,2%,-3%
CCOc1ccc(CN2C(=O)CC(=O)N(S(=O)(=O)c3ccc(OCC)cc3)C2=O)cc1,1%[9.22 µM],-4%,·,·,2.7%,-1%,·
[2H]c1c([2H])c([2H])c(C(=O)c2sc(N3CCCCCC3)nc2-c2ccccc2)c([2H])c1[2H],-12%,-25%[46.1 µM],35%[activator][38.3 µM],5%,0.1%,?,-3%
CCOc1ccc(C2CC(=O)n3nc(C45CC6CC(CC(C6)C4)C5)nc3S2)cc1OC (configuration not stated),-1%,-17%[46.1 µM],6%[38.3 µM],-1%,-1.0%,-1%,-4%
O=S(=O)(c1ccc2c(c1)OCO2)N1CCN(c2nnnn2-c2ccccc2)CC1,10%,-18%[46.1 µM],-4%[38.3 µM],?,-0.7%,17%,0%
CN(CCc1cn[nH]c1)C(=O)CC1C(=O)NCCN1Cc1cccc(Oc2ccccc2)c1 (configuration not stated),-9%,1%,-4%,·,-5.6%,8%,2%
Cc1cccc(-n2cccc2)c1C#N,12%,-9%[46.1 µM],5%[38.3 µM],7%,-1.2%,-4%,-2%

(cont.)
Compound,HTT aggregate,NPSR antagonist,IMPase Li inh,Lamin A splicing,Epigenetic reg,CBFb-RUNX1 inh,Luc counter
Cc1nn(C(C)(C)C)c(N)c1-c1ccccc1,-4%,8%,-3%,3%,0.0%,1%,1%
CN/C(=C\[N+](=O)[O-])NCCSCc1ccc(CN(C)C)o1,6%,-4%[46.1 µM],8%&-2%&3%&11%&3%,?,-0.1%,0%,-12%
Cc1ccccc1-c1nnn(CC(=O)NCc2ccc3c(c2)OCO3)n1,-14%,9%[7.67 µM],-2%[38.3 µM],4%,1.7%,4%,1%
O=C(c1cccn(Cc2ccc(C(F)(F)F)cc2)c1=O)N1CCOCC1,-6%,-6%,3%,·,-2.3%,12%,-2%
Nc1nnc(CCOc2ccccc2Cl)s1,?,-2%[46.1 µM],-30%[38.3 µM],-11%,-2.8%,1%,-4%
CC(C)C(=O)NC(C)C(c1cccs1)N1CCN(c2ccccc2)CC1 (configuration not stated),-9%,-15%,4%,4%,-1.0%,-19%,1%
O=c1cc(CN2CCN(c3ccccn3)CC2)nc2sccn12,·,14%,7%,-4%[46 µM],4.3%,10%,-5%
CCc1cc(=O)oc2cc(OCC=C(C)C)ccc12,-1%,-25%,2%,15%,1.0%,25%,0%
O=C(CSc1ncn[nH]1)NN(c1ccccc1)c1ccccc1,10%,8%,1%,?,0.0%,-2%,3%
O=[N+]([O-])c1ccc2c(c1)nc1n2CCN(C2CCCCC2)C1,22%,-34%,5%,-18%[46 µM],1.3%,-3%,1%

Additional results.
Compound,HTT aggregate,NPSR antagonist,IMPase Li inh,Lamin A splicing,Epigenetic reg,CBFb-RUNX1 inh,Luc counter
CC(C)(C)NCC(O)COc1ccccc1C(=O)CCc1ccccc1 (configuration not stated),12%[9.22 µM],-2%[46.1 µM],28%[38.3 µM],?,-7.9%,9%,2%
COC(=O)NNC(=O)Cc1cccc2ccccc12,-2%,4%,0%,-10%,0.0%,-6%,-1%
CCCCCOC(=O)C(C)c1c(C)[nH]c(=S)[nH]c1=O (configuration not stated),-16%,2%[46.1 µM],-9%[38.3 µM],-21%,0.8%,-1%,2%
Cc1c(C(=O)N2CCCCCC2)oc2ccccc12,?,-3%[46.1 µM],18%[38.3 µM],-6%,0.0%,5%,2%
COc1ccccc1C(=O)n1nc(-c2ccccc2)nc1NCc1ccco1,-17%,?,22%[38.3 µM],-3%,-0.8%,3%,4%
CSCCC(NC(=O)c1ccc(Cl)cc1)C(=O)OCC(=O)Nc1cc(Cl)ccc1C#N (configuration not stated),18%,-10%,-9%,?,1.1%,7%,3%
COCCNC(=O)c1onc(CSc2cccc(Cl)c2)c1C(=O)O,18%,-4%[46.1 µM],-12%[38.3 µM],-3%,-2.0%,5%,-1%
COc1ccc(Sc2nc(-c3ccccc3)ncc2C(=O)O)cc1,?,-31%,7%,·,-1.7%,0%,1%
O=C(O)C1C2C=CC3(O2)C1C(=O)N1c2ccccc2COC13 (configuration not stated),9%,-21%[46.1 µM],18%[38.3 µM],-4%,-1.0%,5%,1%
Cc1nn(-c2ccccc2)c(C)c1/C=N/NC(=O)c1cnccn1,-21%[9.22 µM],6%,·,·,0.9%,5%,·

(continued)
Compound,HTT aggregate,NPSR antagonist,IMPase Li inh,Lamin A splicing,Epigenetic reg,CBFb-RUNX1 inh,Luc counter
O=C(CCc1n[nH]c(=O)[nH]c1=O)N1CCCCC1,-8%,6%[46.1 µM],1%[38.3 µM],-5%,1.3%,7%,-3%
O=C(c1ccccc1)c1ccc(N2CCCC2)cc1,-40%,-24%[46.1 µM],11%[38.3 µM],?,-0.2%,?,-5%
CCc1cc2c3c(c(=O)oc2cc1OC)CCCC3,-24%,13%[46.1 µM],35%[activator][38.3 µM],?,0.9%,16%,-1%
CCCCC1=CC2=CC(=O)C(C)(OC(=O)CC)C(=O)C2=CN1CCOC (configuration not stated),-2%[9.22 µM],5%,-5%,1%[9.22 µM],-2.3%,9%[13.1 µM],-11%[7.66 µM]
Cc1cc(NC(=O)c2nn3cccnc3c2Cl)no1,1%,-6%[46.1 µM],17%[38.3 µM],12%,0.6%,4%,-7%
O=C(NCc1cccs1)C12CC3CC(CC(C3)C1)C2,-7%,-9%,-5%,·,0.0%,-3%,0%
CCc1nnc(NC(=O)c2ccc(S(=O)(=O)N3CCCCCC3)cc2)s1,-4%,-11%[46.1 µM],-6%[38.3 µM],0%[0.0737 µM],-0.9%,1%,1%

Screening data: PubChem BioAssay, National Center for Advancing Translational Sciences (NCATS)

This is a subset. The share of hits here may be higher or lower than overall.
